hERG protect = shields human hERG channel from block by proarrhythmic agents; Q12809; CHO-hERG, FluxOR thallium flux, dofetilide IC70 present; activation (rescue from dofetilide block), less the hit threshold, % at 10 µM; 310,000 tested, 0.51% active; AID 1511;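 active = activation above the mean of controls blocked by dofetilide plus 5 SD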;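 note: thallium influx through hERG after potassium depolarization seen as dye fluorescence rise; in these data hits start at about 4.7%; inactives centre near -7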
Target sequence (Q12809 whole entry, looked up): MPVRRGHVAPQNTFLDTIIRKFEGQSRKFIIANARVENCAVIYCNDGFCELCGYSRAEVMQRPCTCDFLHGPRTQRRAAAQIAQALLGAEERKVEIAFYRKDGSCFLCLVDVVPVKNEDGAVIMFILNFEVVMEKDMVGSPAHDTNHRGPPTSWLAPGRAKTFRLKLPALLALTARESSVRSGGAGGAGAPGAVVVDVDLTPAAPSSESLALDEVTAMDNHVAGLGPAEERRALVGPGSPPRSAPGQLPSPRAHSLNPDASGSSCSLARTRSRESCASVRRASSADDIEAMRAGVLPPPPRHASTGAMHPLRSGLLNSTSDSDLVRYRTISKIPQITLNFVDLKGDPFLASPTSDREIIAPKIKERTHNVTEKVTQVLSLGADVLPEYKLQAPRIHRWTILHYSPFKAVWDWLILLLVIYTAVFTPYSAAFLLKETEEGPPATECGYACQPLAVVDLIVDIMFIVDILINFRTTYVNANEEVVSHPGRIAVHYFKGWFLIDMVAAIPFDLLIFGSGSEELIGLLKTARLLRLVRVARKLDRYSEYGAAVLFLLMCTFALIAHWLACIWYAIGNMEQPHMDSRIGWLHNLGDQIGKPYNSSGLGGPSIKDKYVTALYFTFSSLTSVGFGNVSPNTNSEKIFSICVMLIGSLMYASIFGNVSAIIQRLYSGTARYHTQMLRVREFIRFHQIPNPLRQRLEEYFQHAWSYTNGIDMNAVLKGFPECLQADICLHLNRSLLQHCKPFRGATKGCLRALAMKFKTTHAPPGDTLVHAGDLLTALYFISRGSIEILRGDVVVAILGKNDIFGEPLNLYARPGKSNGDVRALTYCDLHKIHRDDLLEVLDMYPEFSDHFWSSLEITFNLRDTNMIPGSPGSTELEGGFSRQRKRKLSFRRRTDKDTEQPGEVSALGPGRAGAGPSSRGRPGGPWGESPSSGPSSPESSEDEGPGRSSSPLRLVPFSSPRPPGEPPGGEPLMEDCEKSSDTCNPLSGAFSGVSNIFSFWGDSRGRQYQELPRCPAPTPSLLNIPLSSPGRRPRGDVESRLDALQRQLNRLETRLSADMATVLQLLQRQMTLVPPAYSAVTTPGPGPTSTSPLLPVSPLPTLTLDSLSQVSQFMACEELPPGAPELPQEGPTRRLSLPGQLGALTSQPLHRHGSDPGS
GSK3 alpha inh = blocks human GSK-3 alpha kinase. ADP-Glo luminescence, 60 min. inhibition, % at 10 µM. 320,000 tested, 0.1% active. AID 2650;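 in the data active = inhibition above about 50%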;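 note: GST-tagged GSK-3 alpha with peptide substrate and 25 µM ATP; 0% = DMSO neutral wells and 100% = GW8510 positive control wells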
PolyA inh = inhibitors of polyadenylation in S. cerevisiae | calls only at 12 µM | S. cerevisiae SKY197-pL101 polyadenylation reporter, beta-gal luminescence; efflux-impaired pdr1/pdr3 knockout yeast; score 100 = 6 SD above DMSO | 300,000 tested, 0.02% active;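 active = lowest replicate activity score at least 50, where 100 means six control SD above control mean; inconclusive = lowest score under 50 but half or more replicates reach 50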;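 note: yeast exposed to compound for 9 h at 30 °C; higher score means more reporter readthrough which indicates perturbed polyadenylation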
HDAC3 inhib = inhibitors of human histone deacetylase 3; recombinant HDAC3, fluorogenic peptide/trypsin coupled, fluorescence; inhibition, % at 8.3 µM; 320,000 tested, 0.15% active; in the data active = inhibition above about 26%, passing the limit was not always enough; inconclusive = no clear call, values can overlap the other calls
KCNQ1 pot = potentiators or activators of human KCNQ1 potassium channel; AID 2648; B-score at 10 µM; P51787; 310,000 tested, 0.35% active; CHO-K1 KCNQ1, thallium flux FluxOR fluorescence; hits give high values;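 active = fluorescence ratio B-score, a plate-corrected score, at least three library SD, with initial intensity B-score within 5 SD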
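Test system: CHO-K1 cells stably expressing KCNQ1 / Medium: assay buffer / Also added: depolarizing K+/Tl+ stimulus, K2SO4 and Tl2SO4 each 12.5 mM in 5x stock / Incubation: 90 min dye loading and 20 min compound exposure, both at room temperature / Signal: thallium influx via FluxOR fluorescence, kinetic imaging / Evaluation: B score of baseline-normalized fluorescence ratio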
KCNK9 block = inhibitors of human KCNK9 two-pore domain potassium channel; 310,000 tested, 1.2% active; HEK293 KCNK9, FluxOR thallium flux fluorescence; hits give low values; B-score at 10 µM;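 active = ratio B-score over 3 SD below the library mean, with starting fluorescence within 5 SD of its mean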;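 note: negative B-score means less thallium flux so channel inhibition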
KCNQ1 block = blocks the human KCNQ1 potassium channel. P51787. CHO-K1 KCNQ1, FluxOR thallium flux fluorescence; hits give high values. B-score at 10 µM. 310,000 tested, 1.3% active;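 active = compounds whose thallium flux B-score, printed positive for inhibition, exceeds three library SD while starting fluorescence stays within three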;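 note: channel opened by potassium depolarization with thallium stimulus after 20 min compound exposure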
DYRK1A inh = Dyrk1A (rat) kinase inhibition; Q63470; ADP-Glo luminescence, NFATc1 peptide; inhibition, % at 12.5 µM; 310,000 tested, 0.43% active; in the data active = inhibition above about 50%;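 note: plate controls were vehicle with enzyme for no effect and no enzyme for full effect; many of its hits are not listed in these tables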
RGS4 pot = RGS4 potentiation or activation; HEK293 M3R/inducible RGS4, carbachol calcium flux Fluo4; hits give low values; B-score at 10 µM; 310,000 tested, 0.92% active; AID 463111;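 active = B-score of the integrated calcium signal more than 4 SD below the library mean, with starting fluorescence not abnormally high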;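 note: negative B-score means reduced calcium response which marks RGS4 activation or potentiation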
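test system = HEK293 cells with stable M3R and inducible RGS4 | schedule = recording 10 s baseline at 1 Hz, 100 s post-agonist | technique = Fluo4-AM (2 µM) calcium-flux fluorescence, kinetic read | measure = Agonist-evoked peak-minus-minimum fluorescence over baseline, integrated ratio, B score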
GSK3beta inhib = human GSK3beta kinase inhibition | P49841 | GST-GSK3beta kinase, ADP-Glo luminescence, 60 min; hits give low values | activity score (negative = inhibition), % at 10 µM | 300,000 tested, 0.038% active;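 active = more than half of replicate wells score below -50%, meaning over 50% inhibition versus plate controls; inconclusive = some replicates but at most half score below -50%; inactive = no replicate scores below -50%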;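 note: 0% = median DMSO wells and -100% = median GW8510 positive control wells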
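Test system – GST-tagged human GSK3beta kinase, cell-free · Incubation – 60 min enzyme reaction, room temperature · Signal – ADP-Glo luminescence · Also added – peptide substrate and ATP at 25 µM · Controls – DMSO neutral wells and GW8510 at 20 µM as positive · Buffer or medium – Tris/MgCl2 kinase buffer · Measure – Luminescence-derived activity versus plate DMSO and GW8510 wells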
KCNK3 inh = human KCNK3 channel inhibition, primary screen; CHO-KCNK3 thallium flux, FluxOR fluorescence; hits give low values; O14649; B-score at 10 µM; 340,000 tested, 0.84% active; AID 602410;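 active = B-score under library mean minus 4 SD, starting fluorescence ratio at most library mean plus 5 SD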;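 note: more negative B-score means stronger inhibition of thallium flux through KCNK3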
An asterisk follows results filed as active; i = inactive; ? = inconclusive; . = not tested or not shown. A portion of the library, so the mix of outcomes need not match the whole.

SMILES | hERG protect | GSK3 alpha inh | PolyA inh | HDAC3 inhib | KCNQ1 pot | KCNK9 block | KCNQ1 block | DYRK1A inh | RGS4 pot | GSK3beta inhib | KCNK3 inh
CCCNS(=O)(=O)c1cccc(C(=O)OCc2cc(=O)oc3cc(OC)ccc23)c1 | -7 | -1 | i | -3 | i | i | i | -6 | i | -6 | i
COc1ccc(COc2cc(-c3cccc(OC)c3)nc3ccc(NC(=O)c4ccc(OC)cc4)cc23)cc1 | -9 | 0 | i | 8 | i | i | i | 2 | i | 4 | i
CNC(=S)Nc1ccc(C)c(NC(=S)NC)c1 | -5 | 0 | i | 0 | i | i | i | . | i | -1 | i
O=C(Nc1nc2ccccc2[nH]1)C1CC1 | -10 | -8 | i | -1 | i | i | i | . | i | -1 | i
COCCCNC(=O)C1=CCN(S(=O)(=O)c2ccc(OC)cc2)CC1 | -8 | 1 | i | 4 | i | i | i | 1 | i | 2 | i
CCCCNc1nnc(SCC(=O)c2c[nH]c3ccccc23)s1 | -4 | 1 | i | -1 | i | i | i | -4 | i | -5 | i
Cc1cc(C)nc(NC(=O)c2cc(-c3ccc(C)s3)nc3ccccc23)c1 | -5 | -1 | i | 0 | i | i | 6* | 11 | i | -1 | i
CCCCCCOC(=O)C(C#N)c1nc2ccccc2nc1N1CCCCC1 (centres undefined) | . | -3 | i | 5 | . | . | . | 2 | . | -4 | i
COc1ccc(CCNC(=O)CSc2ccccc2)cc1OC | -4 | -1 | i | -3 | i | i | i | 0 | i | 1 | i
CC(=O)Nc1ccc2nc(NC(=O)CN3CCOCC3)sc2c1 | -10 | -4 | i | 1 | i | i | i | 4 | i | 0 | i
O=C(c1cc2ccccc2oc1=O)N(Cc1ccc2c(c1)OCO2)Cc1ccco1 | -17 | -1 | i | 1 | i | i | i | -3 | i | 3 | i
CCc1nc(N)nc2c1C(=O)CC(C)(C)C2 | -5 | 1 | i | 3 | i | i | i | 4 | i | 4 | i
CCn1c(C)nc2cc(C(=O)NNS(=O)(=O)c3c(C)c(C)cc(C)c3C)ccc21 | -7 | -1 | i | 5 | i | i | i | 8 | i | -1 | i
N#Cc1ccc(Oc2ccc(C(N)=O)cc2)cc1C#N | -5 | -1 | i | 2 | i | i | i | -3 | i | -1 | i
C/C=C(/C)C(=O)Nc1cccc(C2=NOC3(C2)C[C@@H](C(N)=O)N(C(=O)[C@H]2CCC(=O)N2)C3)c1 (some centres undefined) | -9 | 0 | i | -1 | i | i | i | 1 | i | 4 | i
Cc1cc(=O)oc2cc(OCC(=O)OC(C)C(=O)NC3CCCC3)ccc12 (centres undefined) | -12 | -3 | i | 0 | i | i | i | -11 | i | 2 | i
O=C(Nc1ccccc1Br)C1CCCN1S(=O)(=O)c1cccc2nsnc12 (centres undefined) | -9 | . | i | . | i | i | i | 0 | i | -12 | i
NC(=O)C1CCN(C(=O)CSc2nc(O)cc(=O)[nH]2)CC1 | -7 | -2 | i | -5 | i | i | i | 0 | i | . | i
Cc1ccccc1OCC(=O)OCC(=O)c1ccc(OCc2ccccc2)cc1 | -13 | -2 | i | 13 | i | i | i | 8 | i | 2 | i
COc1ccc(N(CC(=O)NC2CCCCC2)C(=O)c2ccc(C)s2)c(OC)c1 | -12 | 1 | i | 6 | i | i | i | 14 | i | -3 | i
CS(=O)(=O)N1CCC(C(=O)NCc2ccco2)CC1 | -6 | -2 | i | . | i | i | i | -4 | i | 1 | i
CCOC(=O)/C=C/C(=O)OCC(=O)Nc1ccc(OC)c(Cl)c1 | 3 | -4 | i | 2 | i | i | i | -2 | i | -2 | i
COc1ccc(C(=O)N[C@H](C(=O)Nc2nc3c(s2)CCCC3)C(C)C)cc1 | -9 | -7 | i | 5 | i | i | i | 5 | i | 1 | i
O=C(Nc1ccc(S(=O)(=O)N2CCCCC2)cc1)C1CCCO1 (centres undefined) | -6 | -3 | i | -1 | i | i | i | 6 | i | -3 | i
COc1ccc(C(=O)Nn2c(C)nnc2-n2nc(C)cc2C)cc1OC | 1 | -1 | i | 1 | i | i | i | 4 | i | 3 | i
Remaining list, next part:
SMILES | hERG protect | GSK3 alpha inh | PolyA inh | HDAC3 inhib | KCNQ1 pot | KCNK9 block | KCNQ1 block | DYRK1A inh | RGS4 pot | GSK3beta inhib | KCNK3 inh
Cc1cccc(/C=N/NC(=O)Cn2nnnc2N)n1 | -11 | 0 | i | 0 | i | i | i | . | i | -2 | i
O=C(NCc1cccs1)c1cnn2cccnc12 | 1 | 13 | i | -3 | i | i | i | 16 | i | 2 | i
CCC(=O)Nc1ccc2c(c1)ncn2-c1ccc(OC)cc1 | -10 | -2 | i | 4 | i | i | i | -4 | i | 1 | i
O=C(Nc1nccs1)C1C2/C=C\CCCCC21 (centres undefined) | -5 | 1 | i | 1 | i | i | i | 2 | i | 1 | i
O=C(NCCc1cccc(F)c1)[C@@H]1CSC2c3ccccc3C(=O)N21 (some centres undefined) | 0 | -3 | i | 0 | i | i | i | 0 | i | 2 | i
CCCc1nc2c(=O)n(C)c(=O)[nH]c2n1CCC | -1 | -5 | i | -3 | i | i | i | 3 | i | -3 | i
O=C(Oc1c(Cl)cc(Cl)c2ccccc12)N1CCCC1 | -16 | -2 | i | 1 | i | i | i | 7 | i | 0 | i
O=C(NCCNc1ccc([N+](=O)[O-])cc1)c1cccc(Br)c1 | -8 | -3 | i | ? | i | i | i | -6 | i | 1 | i
Nc1sc2c(c1C(=O)c1ccccc1)CCCC2 | -7 | 3 | i | 7 | i | i | i | 3 | i | -3 | i
OCC1(CO)COC2(CCCC2)N1 | -4 | -3 | i | 4 | i | i | i | 4 | i | -1 | i
CCOC(=O)CSc1nc(C)c2cc(C)c(C)cc2n1 | -14 | 0 | i | -5 | i | i | i | 4 | i | 2 | i
C[C@@H]1CC[C@]2(O[C@H](CCO)C[C@@H](O)[C@@H]2O)O1 | 0 | -1 | i | -4 | i | i | i | . | i | 0 | i
Cc1cc(C)cc(N(CC(=O)O)S(=O)(=O)c2c(C)[nH]c(=O)[nH]c2=O)c1 | -1 | 0 | i | -6 | i | i | i | -3 | i | 1 | i
OC1(c2cccc(C(F)(F)F)c2)CCN(Cc2nnnn2CCc2ccccc2)CC1 | -11 | -1 | i | 12 | i | i | i | -1 | i | 2 | i
Cc1nc(SC2CC(=O)N(c3ccccc3)C2=O)n[nH]1 (centres undefined) | -14 | 1 | i | 2 | i | i | i | -1 | i | 2 | i
O=C(NCCc1csc(-c2ccccc2)n1)c1c(F)cccc1Cl | -10 | -1 | i | 1 | i | i | i | 1 | i | 2 | i
O=C(CN1CCN(c2cccc(Cl)n2)CC1)N1CC(O)CO1 (centres undefined) | -5 | -1 | i | -11 | i | i | i | -1 | i | 1 | i
COc1cccc(N2CCN(S(=O)(=O)c3ccc4c(c3)oc(=O)n4C)CC2)c1 | -1 | -1 | i | 0 | i | i | i | . | i | 2 | i
OC(CN1CCN(C(c2ccccc2)c2ccccc2)CC1)c1ccccc1 (centres undefined) | -4 | 5 | i | 1 | i | i | i | -1 | i | 4 | i
O=C(NNC(=O)C1C2C=CC(C2)C1C(=O)O)c1cc(Cl)ccc1O (centres undefined) | -15 | . | . | -50 | i | i | i | -3 | i | 4 | i
Cc1ccc2nc(SCC(=O)N/N=C/c3ccco3)cc(C)c2c1 | -16 | 1 | i | 1 | i | i | i | -3 | i | 1 | i
O=C(CCCSc1nc2ccccc2c(=O)[nH]1)c1ccccc1 | -3 | 0 | i | 0 | i | i | i | -5 | i | -4 | i
O=S(=O)(NN1CCOCC1)c1ccc(Cl)s1 | -7 | -1 | i | 0 | i | i | i | 22 | i | 3 | i
CSc1nc(SCC(=O)O)c2sc3nc(-c4ccccc4)c4c(c3c2n1)CCC4 | -13 | . | i | . | 10* | i | i | 1 | i | 1 | i
COc1ccc(/C=N/NC(=O)c2ccc(OC)c(OC)c2)cc1COc1c(F)c(F)c(F)c(F)c1F | -7 | . | . | 9 | i | i | i | -5 | i | 1 | i
CS(=O)(=O)N(CC(=O)N1CCCCC1)C1CCCCC1 | -3 | -1 | i | -11 | i | i | i | 7 | i | -1 | i
Cc1oc(C)c(C(=O)O)c1C(=O)O | -8 | -1 | i | -5 | i | i | i | 3 | i | 1 | i
COc1cc(NC(=O)CNC(=O)Cn2ccc3ccccc3c2=O)cc(OC)c1OC | -6 | -1 | i | 6 | i | i | i | -5 | i | -1 | i

Compound profiles, from the list above. Order of screens: hERG protect, GSK3 alpha inh, PolyA inh, HDAC3 inhib, KCNQ1 pot, KCNK9 block, KCNQ1 block, DYRK1A inh, RGS4 pot, GSK3beta inhib, KCNK3 inh
`OC(CN1CCN(C(c2ccccc2)c2ccccc2)CC1)c1ccccc1` (centres undefined) across the screens: -4, 5, i, 1, i, i, i, -1, i, 4, i
`CC(=O)Nc1ccc2nc(NC(=O)CN3CCOCC3)sc2c1` across the screens: -10, -4, i, 1, i, i, i, 4, i, 0, i

An excerpt of these results, as labelled records.
Molecule: OC(CN1CCN(C(c2ccccc2)c2ccccc2)CC1)c1ccccc1 (centres undefined)
  hERG protect: -4; GSK3 alpha inh: 5; PolyA inh: i; HDAC3 inhib: 1; KCNQ1 pot: i; KCNK9 block: i; KCNQ1 block: i; DYRK1A inh: -1; RGS4 pot: i; GSK3beta inhib: 4; KCNK3 inh: i

Molecule: O=C(NNC(=O)C1C2C=CC(C2)C1C(=O)O)c1cc(Cl)ccc1O (centres undefined)
  hERG protect: -15; GSK3 alpha inh: .; PolyA inh: .; HDAC3 inhib: -50; KCNQ1 pot: i; KCNK9 block: i; KCNQ1 block: i; DYRK1A inh: -3; RGS4 pot: i; GSK3beta inhib: 4; KCNK3 inh: i

Molecule: Cc1ccc2nc(SCC(=O)N/N=C/c3ccco3)cc(C)c2c1
  hERG protect: -16; GSK3 alpha inh: 1; PolyA inh: i; HDAC3 inhib: 1; KCNQ1 pot: i; KCNK9 block: i; KCNQ1 block: i; DYRK1A inh: -3; RGS4 pot: i; GSK3beta inhib: 1; KCNK3 inh: i

Molecule: O=C(CCCSc1nc2ccccc2c(=O)[nH]1)c1ccccc1
  hERG protect: -3; GSK3 alpha inh: 0; PolyA inh: i; HDAC3 inhib: 0; KCNQ1 pot: i; KCNK9 block: i; KCNQ1 block: i; DYRK1A inh: -5; RGS4 pot: i; GSK3beta inhib: -4; KCNK3 inh: i
